LEDGF integ inh = blocks HIV-1 LEDGF/p75-dependent DNA integration; TR-FRET IN-LEDGF/p75 DNA integration, Eu/Cy5; inhibition, % at 3.7 µM; 0.64% of 370,000 active; AID 743269;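 active = inhibition above the screen-wide mean plus 3 SD, cut at about 13% in these data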;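 note: signal is the Cy5 over europium emission ratio at 671 and 618 nm; 0% = plate median of compound wells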
SIAE inh = blocks human sialic acid acetylesterase; Q9HAT2; inhibition, % at 9.66 µM; 0.69% of 370,000 active; SIAE FP-Rh probe binding, fluorescence polarization; AID 1053197;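 active = inhibition above a cutoff: mean of compounds within the control limits plus 3 SD of those, cut at about 17% in these data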;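 note: 0% = plate median of compound wells and 100% = probe without SIAE protein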
Target sequence (Q9HAT2 whole entry, looked up): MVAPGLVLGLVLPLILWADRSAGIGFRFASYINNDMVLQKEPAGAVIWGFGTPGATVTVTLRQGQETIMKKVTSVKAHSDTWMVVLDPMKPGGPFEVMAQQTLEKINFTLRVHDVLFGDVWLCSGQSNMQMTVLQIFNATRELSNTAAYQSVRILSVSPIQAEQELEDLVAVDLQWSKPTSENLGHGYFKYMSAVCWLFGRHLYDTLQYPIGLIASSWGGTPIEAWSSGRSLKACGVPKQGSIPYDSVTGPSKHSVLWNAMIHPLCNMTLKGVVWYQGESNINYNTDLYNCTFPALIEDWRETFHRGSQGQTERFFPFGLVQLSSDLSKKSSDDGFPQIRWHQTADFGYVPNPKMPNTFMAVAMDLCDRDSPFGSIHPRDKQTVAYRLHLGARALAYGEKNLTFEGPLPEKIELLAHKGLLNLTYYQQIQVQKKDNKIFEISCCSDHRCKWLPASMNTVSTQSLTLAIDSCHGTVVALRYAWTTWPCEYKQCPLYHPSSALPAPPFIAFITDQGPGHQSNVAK
TCR CD3 inh = human TCR-CD3 binding inhibition. 0.37% of 360,000 active. TAMRA-labeled TCR probe fluorescence, biochemical. inhibition, % at 9.4 µM; in the data active = inhibition above about 19%;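 note: recombinant mutant TCR 2C K166C tagged with TAMRA read by polarization; 0% = receptor in buffer alone and 100% = receptor with positive control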
proKLK7 act = activates the human kallikrein-7 zymogen; purified proKLK7, EDANS-DABCYL substrate fluorescence; 100% is mature enzyme control, 0% vehicle; 0.9% of 370,000 active; activation, % at 7 µM; P49862;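 active = activation above the mean of all tested compounds plus 3 SD, computed per campaign excluding outliers beyond control limits, cut at about 13% in these data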
Target sequence (P49862 whole entry, looked up): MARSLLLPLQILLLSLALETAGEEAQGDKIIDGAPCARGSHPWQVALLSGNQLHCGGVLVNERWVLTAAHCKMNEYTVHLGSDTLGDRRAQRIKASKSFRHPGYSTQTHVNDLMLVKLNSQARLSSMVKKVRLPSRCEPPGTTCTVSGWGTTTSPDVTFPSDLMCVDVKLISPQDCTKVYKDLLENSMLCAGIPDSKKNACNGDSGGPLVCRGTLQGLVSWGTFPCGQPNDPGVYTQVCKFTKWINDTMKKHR
UHRF1 binding = human UHRF1 methylated DNA binding inhibitors | Q96T88 | UHRF1 binding to methylated oligo, TR-FRET | inhibition, % at 4.4 µM | 0.75% of 370,000 active; in the data active = inhibition above about 21%;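 note: UHRF1 SRA domain binding a hemimethylated CpG hairpin DNA probe; 0% = median of test compound wells and 100% = reference inhibitor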
MBD2 inh = blocks human MBD2 binding to methylated DNA; Q9UBB5; TR-FRET, MBD2 binding to methylated oligonucleotide; inhibition, % at 4.4 µM; 0.31% of 370,000 active; in the data active = inhibition above about 13%
DDE Tn7 FP inh = inhibitors of Tn7 peptide binding to human fibrin DD(E); AID 720508; 0.13% of 370,000 active; inhibition, % at 8.3 µM; FP displacement of FITC-Tn7 peptide from fibrin DD(E); 0% = median of compound wells per plate;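 active = inhibition above the mean of compounds falling within the control limits plus 3 SD of them, cut at about 14% in these data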;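 note: 0% = plate median of compound wells and 100% = 10 µM Aha-Tn7 peptide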
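system = human fibrin DD(E) protein | quantity = DD(E) 2 µM final | medium = Tris/NaCl/CaCl2 buffer, pH 7.8 | also added = labelled Tn7 tracer, 0.1 µM | compound dosing = single point at 8.3 µM | timing = compound with protein 10 min, then 3 h after probe, room temperature | signal = FP measurement | benchmarks = Aha-Tn7 high control | repeats = one replicate per compound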
TDP2 absorb = TDP2 (human) inhibition, absorbance primary screen; O95551; recombinant TDP2, T5PNP hydrolysis, p-nitrophenol absorbance 415 nm; inhibition, % at 12.8 µM; 0.34% of 370,000 active; AID 720702;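 active = inhibition above the mean of all tested compounds plus 3 SD, set per campaign, cut at about 25% in these data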;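 note: 0% = DMSO with enzyme and 100% = buffer with substrate but no TDP2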
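Material: recombinant human TDP2; quantity: TDP2 enzyme at 120 nM final; medium: Tris-HCl pH 7.5 with MgCl2; compound: single concentration, 12.8 µM nominal, with 1% DMSO; incubation: 2 h enzyme incubation at 37 °C; signal: epi absorbance; measure: percent inhibition; benchmarks: high control without enzyme, low control DMSO plus TDP2; repeats: singlicate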
PRMT1 inh = blocks human protein arginine methyltransferase 1; Q99873; recombinant PRMT1, activity-based probe fluorescence polarization; 1.3% of 370,000 active; inhibition, % at 2.79 µM;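 active = inhibition above about 21% made by adding two undisclosed values, limit read from the data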
DDE Tn6 FP inh = DD(E)-Tn6 binding inhibition, primary FP screen; Fibrin DD(E) TRITC-Tn6 fluorescence polarization displacement; inhibition, % at 8.3 µM; 0.21% of 370,000 active; AID 720509;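 active = inhibition above a per-campaign cutoff: mean of compounds within control limits plus 3 SD, cut at about 15% in these data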;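 note: 0% = median of all compound wells on the plate and 100% = blocking peptide control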
Active calls of the source: *; / = no result given.

1	COc1cc(/C=N/NS(=O)(=O)c2ccc(C)c([N+](=O)[O-])c2)ccc1O
2	CNC(=O)c1ccsc1NC(=O)CCS(=O)(=O)c1ccc(Cl)cc1
3	Cc1cc(=O)[nH]c(Nc2c(C)n(C)n(-c3ccccc3)c2=O)n1
4	CSc1ccc(CCNC(=O)CSc2ccsc2[N+](=O)[O-])cc1
5	CCOc1cccc(/C=C/c2ccc3cccc(O)c3n2)c1O
6	O=[N+]([O-])c1ccc(-n2nnnc2CN2CCOCC2)cc1
7	COc1ccccc1C(=O)NC(=O)COc1cc(Cl)ccc1Cl
8	Fc1c(F)c(F)c(N/N=C/c2c[nH]c3ccccc23)c(F)c1F

Screen / compound no.	1	2	3	4	5	6	7	8
LEDGF integ inh	-4	6	-2	-2	-5	-2	2	4
SIAE inh	7	-3	7	2	6	-1	0	13
TCR CD3 inh	-3	3	-1	0	-1	3	5	-6
proKLK7 act	-1.2	-0.3	0.1	0.7	-0.2	-0.4	-0.1	0.5
UHRF1 binding	1	-1	0	-1	-5	-2	-1	-3
MBD2 inh	-2	2	-4	-7	-7	2	4	0
DDE Tn7 FP inh	-7	-1	-1	-1	3	0	-5	-5
TDP2 absorb	-2	1	-7	0	-21	4	-1	5
PRMT1 inh	3	-2	-2	4	2	-3	2	7
DDE Tn6 FP inh	2	-3	5	-5	7	-2	1	-3

Entries of single compounds, quoted from the list. Screens in order: LEDGF integ inh	SIAE inh	TCR CD3 inh	proKLK7 act	UHRF1 binding	MBD2 inh	DDE Tn7 FP inh	TDP2 absorb	PRMT1 inh	DDE Tn6 FP inh
Fc1c(F)c(F)c(N/N=C/c2c[nH]c3ccccc23)c(F)c1F is entered as 4	13	-6	0.5	-3	0	-5	5	7	-3
O=[N+]([O-])c1ccc(-n2nnnc2CN2CCOCC2)cc1 is entered as -2	-1	3	-0.4	-2	2	0	4	-3	-2

Entries above that contain nitrogen in an aromatic ring:
3	Cc1cc(=O)[nH]c(Nc2c(C)n(C)n(-c3ccccc3)c2=O)n1
5	CCOc1cccc(/C=C/c2ccc3cccc(O)c3n2)c1O
6	O=[N+]([O-])c1ccc(-n2nnnc2CN2CCOCC2)cc1
8	Fc1c(F)c(F)c(N/N=C/c2c[nH]c3ccccc23)c(F)c1F

Screen / compound no.	3	5	6	8
LEDGF integ inh	-2	-5	-2	4
SIAE inh	7	6	-1	13
TCR CD3 inh	-1	-1	3	-6
proKLK7 act	0.1	-0.2	-0.4	0.5
UHRF1 binding	0	-5	-2	-3
MBD2 inh	-4	-7	2	0
DDE Tn7 FP inh	-1	3	0	-5
TDP2 absorb	-7	-21	4	5
PRMT1 inh	-2	2	-3	7
DDE Tn6 FP inh	5	7	-2	-3

Following part.
9	O=C(NCc1cc([N+](=O)[O-])ccc1O)c1cccnc1Sc1ccccc1
10	COc1nc(OC)nc(N2CCCCCC2)n1
11	CCOC(=O)c1cnc(SCC(=O)Nc2nc(C)c(C)s2)nc1N
12	COc1ccc2c(c1)-c1c(ssc1=S)C(C)(C)N2
13	CCOC(=O)/C=C1\SCC(=O)N1CC(=O)NCCc1ccc(F)cc1
14	CN(C)c1ccc(CSc2ccccc2)cc1
15	Cc1ccc(Cl)c2c1NC(=O)C2(O)CC(=O)c1ccccc1O (configuration not stated)
16	COCCSc1nnc(NC(=O)c2ccc(NC(C)=O)cc2)s1

Screen / compound no.	9	10	11	12	13	14	15	16
LEDGF integ inh	0	1	-3	-2	-1	3	4	0
SIAE inh	-2	9	-9	7	-6	9	1	5
TCR CD3 inh	2	3	10	-2	4	-4	4	6
proKLK7 act	0.3	-0.3	0.9	-0.4	0.5	0.3	-0.5	-0.2
UHRF1 binding	-1	-2	-3	-7	-2	-2	-3	3
MBD2 inh	3	-3	2	0	-1	5	-7	4
DDE Tn7 FP inh	-3	4	3	-2	-5	7	-8	3
TDP2 absorb	-3	14	0	-1	-9	-6	-1	-6
PRMT1 inh	-2	-5	-1	10	-1	2	0	-3
DDE Tn6 FP inh	-1	2	2	0	3	-6	2	0

17	COc1ccc(CCNC(=O)C2CCCN(c3nn4c(=O)cc(C)nc4s3)C2)cc1OC (configuration not stated)
18	CCn1cc(C(=O)NCCCN2CCCCCC2)c(=O)c2cc(S(=O)(=O)N3CCc4ccccc4C3)ccc21
19	O=C(NNC(=O)c1cccc2ccccc12)c1ccc(Cl)cc1Cl
20	CCNc1nnc(SCC(=O)NC2CCCCCC2)s1
21	C[C@@H](O[Si](c1ccccc1)(c1ccccc1)C(C)(C)C)[C@H]1C(=O)N[C@H](Cc2cn(S(=O)(=O)c3ccccc3)c3ccccc23)C(=O)N1C
22	CCOc1ccc(CCNC(=O)Cc2ccccc2)cc1OCC
23	Cc1ccc(CN(C)C(=O)c2cccc(S(=O)(=O)N3CCc4ccccc4C3)c2)o1
24	CCOC(=O)CN1CCCc2nc(-c3ccc(OC)cc3)ccc21

Screen / compound no.	17	18	19	20	21	22	23	24
LEDGF integ inh	0	0	3	4	-2	4	-4	4
SIAE inh	-1	-8	1	0	-7	1	5	-2
TCR CD3 inh	5	1	7	4	/	/	0	1
proKLK7 act	-0.6	0.0	0.1	0.2	/	/	0.5	12
UHRF1 binding	2	-1	0	0	3	-1	0	0
MBD2 inh	-2	1	-5	-1	4	3	2	-6
DDE Tn7 FP inh	4	-5	0	4	3	2	0	0
TDP2 absorb	-12	-2	-3	10	-4	12	-11	-1
PRMT1 inh	-1	-7	-5	-2	3	2	10	5
DDE Tn6 FP inh	10	-1	-2	5	-1	-5	-10	3

25	CCN(CC)CCOCCOc1ccc(Cl)c2ccccc12
26	O=C(NCCN1C(=O)C2C3C=CC(C3)C2C1=O)N1CCOCC1 (configuration not stated)
27	Cc1onc(-c2ccccc2)c1C(=O)NCC1COc2ccccc2O1 (configuration not stated)
28	O=C(O)CN1C(=O)/C(=C/c2cccc(Cl)c2)Oc2ccccc21
29	CCOC(=O)C1CCCN(C(=O)c2cn(C)c3ccc(S(=O)(=O)N4CCCC4)cc3c2=O)C1 (configuration not stated)
30	COCCCNC(=O)/C(C#N)=C/c1c(N2CCN(C)CC2)nc2ccccn2c1=O
31	COc1ccccc1C(=O)NCC(=O)NC(C)CCc1ccccc1 (configuration not stated)
32	COC(=O)c1cc(OC)c(OC)cc1NC(=O)CSCc1c(C)noc1C

Screen / compound no.	25	26	27	28	29	30	31	32
LEDGF integ inh	1	-1	1	8	-4	-1	-5	-1
SIAE inh	3	5	7	-11	-1	-7	4	-2
TCR CD3 inh	9	3	2	-5	-5	6	-4	4
proKLK7 act	0.4	0.0	-0.3	7.5	-0.2	17*	-0.8	1.0
UHRF1 binding	0	-3	3	3	2	-2	5	0
MBD2 inh	-4	-1	-1	-2	4	-4	-1	-1
DDE Tn7 FP inh	-1	-2	1	-5	8	-5	-2	-1
TDP2 absorb	-5	-6	1	3	8	6	-12	-6
PRMT1 inh	-9	-1	-6	-1	-2	-1	1	-1
DDE Tn6 FP inh	2	2	-4	-13	0	-6	0	5

33	O=C(NC(=S)NC1CCSC1=O)c1ccccc1 (configuration not stated)
34	CCN(CC)c1nc2ccccc2n2cnnc12
35	CNC(=O)c1ccc2nc(NC(C)=O)sc2c1
36	Cc1ccccc1-c1nc(CS(=O)(=O)CC(=O)NC2CCCCC2C)c(C)o1 (configuration not stated)
37	CCN(CC)S(=O)(=O)c1ccc(C(=O)NCC(c2cccs2)N2CCOCC2)cc1 (configuration not stated)
38	CCS(=O)(=O)N1CCN(S(=O)(=O)c2ccc(S(=O)(=O)NC3CC3)cc2)CC1
39	Cc1nn(C)cc1S(=O)(=O)N1CCCCC1C (configuration not stated)
40	Cn1c(=O)c2ccccc2n(CC(=O)NCCC2=CCCCC2)c1=O

Screen / compound no.	33	34	35	36	37	38	39	40
LEDGF integ inh	3	-2	-1	-3	-3	0	-1	-2
SIAE inh	4	1	4	5	3	5	2	2
TCR CD3 inh	3	7	7	-3	9	-2	8	4
proKLK7 act	-0.6	0.3	0.2	-0.3	-0.3	-0.5	-0.1	-0.4
UHRF1 binding	4	-2	-1	-2	-2	2	-2	-1
MBD2 inh	-3	-10	-3	-3	1	2	1	1
DDE Tn7 FP inh	2	8	12	-1	5	4	0	5
TDP2 absorb	-10	11	-2	5	7	-13	0	6
PRMT1 inh	30*	0	7	4	2	-3	-2	-2
DDE Tn6 FP inh	-3	-3	2	5	-6	-1	-5	-3

41	CCc1ccccc1N(CC(=O)NCCSCc1ccco1)S(C)(=O)=O
42	Cc1cccc(OCC(=O)NC(=S)Nc2ccc(S(=O)(=O)NC3CCCCC3)cc2)c1
43	Cc1ccc(-c2nn(-c3ccccc3)cc2CO)cc1
44	CCOC(=O)[C@]12CCCC=C1N(CCC1=CCCCC1)C(=O)[C@H](CC(=O)NCC13CC4CC(CC(C4)C1)C3)C2
45	CCOc1ccc(OCC)c(S(=O)(=O)n2cc(C)nc2CC)c1
46	CCOC(=O)c1[nH]c(CO)c(C(=O)OCC)c1C
47	Nc1ccc(C(=O)OCc2nc3cc4ccccc4cc3[nH]2)cc1
48	O=C(CSc1cccc2cccnc12)Nc1cccc(S(=O)(=O)N2CCOCC2)c1

Screen / compound no.	41	42	43	44	45	46	47	48
LEDGF integ inh	-1	-1	-2	0	4	-2	-3	-2
SIAE inh	0	-8	-7	16	0	2	-8	-4
TCR CD3 inh	3	4	-4	4	3	7	2	1
proKLK7 act	-0.2	0.2	1.1	-0.5	-0.4	0.5	-0.2	-2.2
UHRF1 binding	2	-2	2	-4	3	0	-2	-3
MBD2 inh	-5	1	1	2	-1	-4	-3	-6
DDE Tn7 FP inh	-3	0	-6	1	-3	-8	5	-1
TDP2 absorb	10	-1	10	10	6	10	3	12
PRMT1 inh	2	0	3	2	-7	0	5	-1
DDE Tn6 FP inh	1	4	8	-7	10	1	0	0
